MITF inh: inhibitors of human MITF; O75030; AlphaScreen MITF homodimerization, bead proximity signal; inhibition, % at 2.6 µM; actives 0.91% (n = 650,000); AID 1259374; in the data active = inhibition above about 50%;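 also: 0% = vehicle wells with protein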
GPR151 ag: activators of human GPR151; Q8TDV0; PathHunter beta-arrestin GPR151 cells, luminescence; activation, % at 11.2 µM; actives 1% (n = 650,000); in the data active = activation above about 4.9%;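 also: 0% = median of compound wells and 100% = cells with positive control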
FBW7 activator: human FBW7 E3 ligase activation, primary screen | normalized activity (activation), % at 26.1 µM | AlphaScreen FBW7–phospho-cyclin E peptide binding, activator screen | actives 0.13% (n = 650,000) | AID 1259310 | Q969H0; in the data active = normalized activity above about 1.9%;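 also: purified mutant Fbw7 with reduced substrate affinity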
Target sequence (Q969H0 whole entry, looked up): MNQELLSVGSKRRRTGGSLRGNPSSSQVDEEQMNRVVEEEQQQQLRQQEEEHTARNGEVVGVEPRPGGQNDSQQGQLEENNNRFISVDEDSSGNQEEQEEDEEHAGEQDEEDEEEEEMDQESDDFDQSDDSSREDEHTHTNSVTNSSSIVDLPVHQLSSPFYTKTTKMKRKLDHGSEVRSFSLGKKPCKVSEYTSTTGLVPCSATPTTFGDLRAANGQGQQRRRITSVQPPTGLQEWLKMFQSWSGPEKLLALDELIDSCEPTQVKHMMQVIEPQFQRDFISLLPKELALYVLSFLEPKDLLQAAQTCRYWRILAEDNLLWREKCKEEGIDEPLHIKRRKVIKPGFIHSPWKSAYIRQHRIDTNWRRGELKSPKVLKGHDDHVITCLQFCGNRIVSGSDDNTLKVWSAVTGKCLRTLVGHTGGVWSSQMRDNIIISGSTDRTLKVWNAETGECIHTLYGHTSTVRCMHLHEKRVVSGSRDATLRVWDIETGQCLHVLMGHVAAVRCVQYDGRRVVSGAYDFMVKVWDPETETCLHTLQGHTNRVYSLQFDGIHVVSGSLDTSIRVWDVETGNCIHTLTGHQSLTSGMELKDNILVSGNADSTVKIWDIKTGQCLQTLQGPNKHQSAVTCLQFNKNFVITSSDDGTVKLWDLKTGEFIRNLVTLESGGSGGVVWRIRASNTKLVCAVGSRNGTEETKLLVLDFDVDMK
TEAD-YAP block: TEAD-YAP interaction inhibition; HEK-TIYL cells, TEAD-Gal4/YAP UAS-luciferase luminescence; inhibition, % at 9.12 µM; actives 1.4% (n = 640,000); in the data active = inhibition above about 32%;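 also: 0% = median of test compound wells and 100% = reference inhibitor wells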
* hit, by the source's call.

mol	MITF inh	GPR151 ag	FBW7 activator	TEAD-YAP block
CCS(=O)(=O)Nc1ccc(-c2nnc(SCC(=O)N3CCOCC3)o2)cc1	15.7	-2.0	1.2	8.6
O=C(CCCOc1ccc(Cl)cc1Cl)N/N=C/c1ccc(O)cc1O	8.8	1.1	0.1	23.7
COC(=O)c1ccc(CSc2cc(N3CCN(c4ccccc4F)CC3)ncn2)o1	8.9	0.3	0.1	-17.6
Nc1nc(NCc2nc3ccccc3[nH]2)cc(-c2cccs2)n1	13.9	-1.5	0.0	-13.7
O=C(c1cccc2ccccc12)N(Cc1ccsc1)C1CC1	10.7	0.1	0.4	4.1
O=c1c2ccccc2nc(/C=C/c2cccc3ccccc23)n1-c1ccc(Oc2ccc(Cl)cc2)cc1	3.9	-0.5	0.2	-12.6
CCOC(=O)c1c(NC(=O)CSc2nnc(CNC(=O)c3ccccc3C(F)(F)F)n2Cc2ccccc2)sc2c1CCC2	0.1	0.5	0.3	0.4
CCOC(=O)c1ccc(Nc2c(-c3ccc(C)c(C)c3)c(=O)c2=O)cc1	4.4	0.1	-0.1	2.2
CCCCn1cnc2sc(C)c(C)c2c1=O	8.7	0.3	0.0	2.8
Cc1ccccc1-n1nc2c(c1NC(=O)C(C)C)CSC2	-0.1	1.0	-0.1	2.0
CCOC(=O)c1c(Cn2cnnn2)oc2ccc(OC)cc12	12.8	-0.4	0.5	6.5
Cc1cc(C)cc(Oc2coc3cc(OC(=O)C(C)(C)C)ccc3c2=O)c1	-12.3	2.5	0.0	5.3
COc1ccc(CN2C[C@@H]3C[C@@H](c4ccc(OC)cc4)N4CCC[C@@]34C2=O)cc1	-0.1	-1.5	-0.1	-3.6
CCOC(=O)c1cnc2ccc(OCC)cc2c1N1CCN(c2ccccc2F)CC1	9.1	1.5	0.0	1.0
O=C(CSc1nccn1Cc1ccccc1)NCc1ccco1	6.5	-0.7	0.3	-19.6
CCOc1ccccc1-c1nn2c(-c3ccncc3)nnc2s1	8.5	0.4	-0.1	-1.0
CSc1nc2c(sc3ccccc32)c(=O)n1-c1ccc(C)cc1	0.5	-0.7	-0.2	-5.6
C=CCN1CCN(c2c(NC(=O)c3ccc(Br)o3)cccc2Nc2ccccc2)CC1	12.1	-0.1	0.0	-8.8
CCOC(=O)c1cc(-c2ccc(O)cc2)nc2ccccc12	-10.3	-0.4	-0.1	3.6
Cc1ccccc1C1=N/C(=C\c2ccc(I)cc2)C(=O)O1	-4.5	1.3	0.0	2.1
O=C(Cn1c(SCC(=O)N2CCCC2)nc2ccccc21)NCc1ccccc1	-0.8	0.2	-0.2	5.0
CCCCC(NC(=O)c1ccc2c(c1)OCCO2)C(=O)O (centres undefined)	9.2	1.6	-0.1	1.2
C=CCc1c(C)[nH]c2ccc(OC)cc2c1=O	11.4	1.0	0.0	7.0
CCC(=O)Nc1ccc(C)cc1C	4.1	0.0	0.0	-0.2
COc1cccc(CC2(CO)CCCN(C(=O)CCc3n[nH]c4c3CCCC4)C2)c1 (centres undefined)	4.2	-2.5	-0.1	-0.8
CCOc1ccccc1OCCOCCNCCOC	21.1	-0.7	-0.1	0.5
CCOc1ccccc1Nc1nnc(SCC(=O)NC(=O)NC(C)C)s1	4.9	-0.7	0.1	4.3
COc1ccc(Br)cc1C1=N/C(=C\c2ccc(SC)cc2)C(=O)O1	4.8	2.3	-0.1	6.8
CCC(=O)c1c(OC(=O)C(C)C)ccc2c(C)cc(=O)oc12	-6.1	-1.0	0.4	4.6
O=C(CCS(=O)(=O)c1ccc(Br)cc1)NC1CCCCCC1	45.5	0.0	-0.1	2.5
Oc1ccc(C2Nc3cccc4cccc(c34)N2)c(O)c1	-0.7	-2.0	-0.1	-3.0
COC(=O)c1ccc(COC(=O)c2ccc(C)c(NC(C)=O)c2)cc1	15.8	-1.2	0.1	-5.6
NC(=O)c1ccc(-c2nc(NCc3cccnc3)c3ncn(C4CCCCC4)c3n2)cc1	4.1	-1.6	0.0	19.2
O=C(NC1CCCC1)C1CC(=O)N(C2CCCCCCC2)C1 (centres undefined)	-4.4	-1.1	0.1	-1.0
O=C(/C=C/c1ccccc1)Nc1nc(-c2ccccc2)c(C(=O)c2ccccc2)s1	2.2	0.0	0.0	9.2
COC(=O)[C@@H](NC(=O)C1CCCN1c1nc(C)c2cc(OC)ccc2n1)C(C)C (some centres undefined)	-3.1	-0.2	0.0	-7.2
CC(C)(CO)CN1CCC(C(=O)Nc2ccc(Oc3cccnc3)cc2)CC1	4.9	-0.2	0.1	-1.8
CCOCC(=O)Nc1c(C(=O)Nc2cccc(F)c2)oc2ccccc12	1.0	0.7	0.4	-23.2
OC1CCN(Cc2ccc3ccccc3c2)CC1	-1.1	0.9	0.0	4.2
CCOC(=O)c1cc2c(c(CSc3nc4ccccc4c(=O)n3NC(=O)c3cccs3)c1)OCOC2	-8.3	0.0	0.1	-50.4
CC(=O)NCCNc1ccc([N+](=O)[O-])cc1C#N	-12.7	0.4	-0.1	-0.5
Cc1ccc(C(=O)O)cc1NC(=S)NC(=O)CC(C)C	-4.8	-0.8	0.0	6.8
CC(C)N(CCNc1nc(-c2cccc(N)c2)nc2c1ncn2C(C)C)C(C)C	-7.1	1.2	0.0	53.2*
CCNC(=O)c1ccccc1NC(=O)c1cccc(S(=O)(=O)N2CCCCCC2)c1	10.8	2.1	-0.1	2.8
CCC1(CCC(=O)N(C)Cc2ccc(Oc3ccccc3)cc2)CCC(=O)N1 (centres undefined)	7.0	-0.3	0.1	9.5
Cc1ccc(CNC(=O)CSc2nc(=O)n(Cc3ccco3)c3c2CCCC3)cc1	-9.6	0.2	-0.1	1.0
Cc1ccc(-n2ncc3ccccc3c2=O)cc1Cl	16.4	-3.4	0.3	-41.8
O=C(Nc1ccc(N2CCOCC2)c2nonc12)c1csc2c1CCCC2	23.6	-1.1	0.2	3.0
CCOc1ccc2nc(SCC(=O)Nc3ccc(N4CCOCC4)cc3)sc2c1	1.4	-0.2	0.2	-1.6
O=C(CN1CCN(S(=O)(=O)c2cccc([N+](=O)[O-])c2)CC1)Nc1ccc(Cl)c(C(F)(F)F)c1	12.0	-1.3	0.1	13.8
CN(C)c1ccc(C(CNS(=O)(=O)c2ccccc2Cl)N(C)C)cc1 (centres undefined)	20.3	-0.5	0.0	2.5
CCCCOCC(O)CN1CCN(c2ccc(F)cc2)CC1 (centres undefined)	-0.5	-1.2	-0.1	0.2
CC(=O)NNC(=O)COc1ccccc1C	-2.8	-1.0	-0.2	-7.5
CCOC(Cn1c(SCC(=O)N2CCN(c3ccccc3OC)CC2)nc2ccccc2c1=O)OCC	4.2	-0.4	0.0	20.9
CSc1ccc(CCNC(=O)c2cc3ccccn3n2)cc1	-9.2	0.8	-0.3	-47.2
COc1ccc(N2CCN(S(=O)(=O)c3cn(C)c(=O)n(C)c3=O)CC2)cc1	0.5	-0.5	0.1	3.2
COC(=O)c1cc(NC(=O)CCC2CCCC2)cc(C(=O)OC)c1	-1.2	0.2	0.0	1.4
CCOc1ccc2nc(Sc3c(-c4ccccc4)c4ccccc4[nH]c3=O)sc2c1	2.2	0.3	-0.1	9.9
CC(C)NC(=O)/C=C/c1ccc2c(c1)OCO2	21.2	-1.8	1.5	-28.6
CCCC(C)C(=O)OCC(=O)Nc1ccc(NC(C)=O)cc1 (centres undefined)	9.2	0.3	0.8	27.2

Just GPR151 ag, FBW7 activator and MITF inh (6 entries from above):
Molecule,GPR151 ag,FBW7 activator,MITF inh
Cc1ccc(-n2ncc3ccccc3c2=O)cc1Cl,-3.4,0.3,16.4
O=C(Nc1ccc(N2CCOCC2)c2nonc12)c1csc2c1CCCC2,-1.1,0.2,23.6
CCOc1ccc2nc(SCC(=O)Nc3ccc(N4CCOCC4)cc3)sc2c1,-0.2,0.2,1.4
O=C(CN1CCN(S(=O)(=O)c2cccc([N+](=O)[O-])c2)CC1)Nc1ccc(Cl)c(C(F)(F)F)c1,-1.3,0.1,12.0
CN(C)c1ccc(C(CNS(=O)(=O)c2ccccc2Cl)N(C)C)cc1 (centres undefined),-0.5,0.0,20.3
CCCCOCC(O)CN1CCN(c2ccc(F)cc2)CC1 (centres undefined),-1.2,-0.1,-0.5

Following part
mol	MITF inh	GPR151 ag	FBW7 activator	TEAD-YAP block
CSc1ccc2nc(Nc3nc(C)c(C(C)=O)s3)sc2c1	-0.8	-1.8	0.0	-40.0
COc1ccc(CNCc2ccc(C(=O)O)s2)cc1	-7.1	-2.0	0.0	0.2
O=C(/C=C\c1ccc2c(c1)OCO2)Nc1c2c(nn1-c1cccc(Cl)c1)CSC2	14.6	1.5	-0.2	-12.9
CSc1nnc2c(n1)OC(c1ccc(-c3cccc(Cl)c3)o1)Nc1ccccc1-2 (centres undefined)	0.4	-0.3	0.0	3.5
CC(C)(C)NC(=O)C(c1cccs1)N(C(=O)c1csnn1)c1ccccc1F (centres undefined)	11.3	-0.4	0.0	8.3
Cc1ccc2ccc(S(=O)(=O)n3cnc(-c4ccccc4)c3-c3ccccc3)cc2c1	7.0	2.3	-0.1	0.2
O=C1NC(=S)S/C1=C\c1ccc(F)cc1	17.7	-1.2	0.1	-0.1
C=CCn1cc(C(=O)NCCCC)c(=O)c2cc(S(=O)(=O)N(CC)CC)ccc21	6.3	-0.3	0.1	0.2
Cc1ccc(CNS(=O)(=O)c2ccc(F)c(C(=O)Nc3cccc(C)c3C)c2)cc1	-12.9	-1.8	0.0	2.8
Cc1ccc(S(=O)(=O)N2CCN(c3ccc(-c4ccco4)nn3)CC2)s1	-11.1	0.3	-0.5	-5.9
CCn1c[n+](CC(O)COc2ccccc2)c2ccccc21 (centres undefined)	-3.8	1.5	0.0	6.6
COc1cc(NC(=O)c2ccc(F)cc2Cl)cc(OC)c1OC	7.2	0.1	-0.1	-6.4
Cc1ccc(S(=O)(=O)N(C)c2ccc(C(=O)N3CCC(C(N)=O)CC3)cc2)cc1	1.4	0.7	0.1	5.9
CNC(=O)CN1CCN(Cc2nc3ccc(OC)cc3[nH]2)CC1	79.6*	-0.2	-0.4	3.2
O=[N+]([O-])c1ccc(C(=S)N2CCCCC2)cc1	-15.7	0.9	-0.1	5.8
COc1cc(/C=N/NC(=O)CCC(=O)Nc2cccc(Cl)c2C)cc(OC)c1OC	21.4	-1.6	0.0	1.4
COc1ccccc1C1C(C#N)=C(N)Oc2c1sc1ccccc21 (centres undefined)	-10.1	-0.1	-0.2	32.9*
O=C1OC(c2ccccc2)OC(=O)C1=Cc1cc2c(cc1[N+](=O)[O-])OCO2 (centres undefined)	26.6	-0.6	0.5	14.2
CC(=O)/C(C)=C(\NC(=O)c1ccccc1)c1ccccc1	21.8	1.3	0.7	-5.5
COc1cccc(CNC(=O)CCNS(=O)(=O)c2ccc(Br)cc2)c1	3.8	0.4	0.1	13.7
CCCC1(O)C(C)C(c2ccc(N(C)C)cc2)NC(c2ccc(N(C)C)cc2)C1C (centres undefined)	24.2	0.0	0.1	0.7
CC(C)(C)C(=O)NC1(C(F)(F)F)NC(=O)N(c2ccc(F)c(Cl)c2)C1=O (centres undefined)	16.5	-0.1	0.2	8.4
COc1ccc(-n2c(=S)[nH]c3cc(C(=O)NCc4ccco4)ccc3c2=O)cc1	1.6	0.9	0.0	5.7
O=C(/C=C/c1cccs1)N1CCc2ccccc21	17.9	-6.1	0.3	70.2*
CC1=C(C(=O)N2CCCCC2)C(c2ccc(F)cc2)C2=C(CC(C)(C)CC2=O)N1 (centres undefined)	4.6	0.6	-0.1	7.7
Cc1ccc(NC(=O)COc2ccc(C(C)C)cc2)c(Br)c1	-21.9	-0.5	-0.1	4.1
O=C(c1ccc(Cn2c(=S)[nH]c3ccc(Br)cc3c2=O)cc1)N1CCN(C2CCCCC2)CC1	6.4	0.8	0.2	12.2
O=C(CNC(=S)N(Cc1ccccc1F)C1CCCCC1)NCCCN1CCOCC1	6.4	-0.2	0.3	3.7
Cc1oc(C)c(S(=O)(=O)N(C)C)c1C(=O)Nc1ccc(Cl)cc1C#N	7.6	-0.9	0.7	2.7
Cc1ccc(N2C(=O)NC(=O)/C(=C\c3ccc(N(C)C)o3)C2=O)cc1C	-12.8	-0.8	0.0	5.3
CCOC(=O)CN1C(=O)C(O)(CC(=O)c2ccccc2OC)c2ccccc21 (centres undefined)	18.6	-1.0	0.2	11.1
CC1=C(C(=O)OCCOc2ccccc2)C(c2coc3ccc(C)cc3c2=O)C2=C(CC(C)(C)CC2=O)N1 (centres undefined)	12.6	0.0	0.7	-0.8
CCCCCC(=O)Nc1ccc(C(=O)Nc2ccc(Cl)cc2C)cc1	-2.6	0.0	0.0	-1.1
CC1=CC2=NC(=O)/C(=C\c3ccc(OC(=O)c4cccs4)cc3)C(=N)N2O1	-3.2	-0.7	-0.1	-4.9
CCCCCCC(=O)OCC(=O)c1ccc2c(c1)NC(=O)CO2	-9.9	-0.9	0.1	-4.9
Cc1ccc(S(=O)(=O)N(c2cc(Cl)c(Cl)cc2Cl)S(=O)(=O)c2ccc(C)cc2)cc1	-0.6	-0.4	-0.1	-2.3
O=C(NNC(=O)c1cncc(Br)c1)c1ccncc1	0.4	-1.3	0.1	-4.7
O=C(/C=C/c1ccccc1Cl)N1CCCC1	8.8	-0.2	-0.1	-17.7

From PubChem
